# Menin MLL FP TR: qHTS Assay for Inhibitors Targeting the Menin-MLL Interaction in MLL Related Leukemias: Competition With Texas Red Labeled MLL-derived Mutant Peptide; Potency, µM (titrated, usually from 61.6 µM), for inactives: top-dose FP activity change, negative = inhibition, most hits filed as inhibitors; 0.23% of 270,000 active; Menin + Texas Red MLL mutant peptide, fluorescence polarization; AID 1768, 2009; O00255; active = well fitted inhibition curve with a large enough effect in the polarisation, with a control signal flat, not every such curve was filed as active; inconclusive = small, poorly fitted or top-dose-only effect, or effect the other way, or a change in a side signal; inactive = no such curve, though single readings can be large or run the other way; the % refers to the polarisation; also: potency is read from the fitted curve at half-maximal effect; % of control where 0% means no effect; many of its hits are not listed in these tables
# TSHR antagonist: Antagonists of the Thyroid Stimulating Hormone Receptor: HTS campaign. Thyrotropin receptor (Homo sapiens), P16473. TSHR-expressing cells, TSH-stimulated cAMP HTRF, 2 h; stronger effect = lower value. activity change, negative = inhibition, % at 11.5 µM. 0.2% of 330,000 active;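 active = activity change below a set negative limit, meaning inhibition stronger than a set level, cut at about -70% in these data; inconclusive = activity change between two set negative limits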; also: % is scaled to controls: 0 for no effect and ±100 for the full control effect
# Target sequence (P16473 whole entry, looked up): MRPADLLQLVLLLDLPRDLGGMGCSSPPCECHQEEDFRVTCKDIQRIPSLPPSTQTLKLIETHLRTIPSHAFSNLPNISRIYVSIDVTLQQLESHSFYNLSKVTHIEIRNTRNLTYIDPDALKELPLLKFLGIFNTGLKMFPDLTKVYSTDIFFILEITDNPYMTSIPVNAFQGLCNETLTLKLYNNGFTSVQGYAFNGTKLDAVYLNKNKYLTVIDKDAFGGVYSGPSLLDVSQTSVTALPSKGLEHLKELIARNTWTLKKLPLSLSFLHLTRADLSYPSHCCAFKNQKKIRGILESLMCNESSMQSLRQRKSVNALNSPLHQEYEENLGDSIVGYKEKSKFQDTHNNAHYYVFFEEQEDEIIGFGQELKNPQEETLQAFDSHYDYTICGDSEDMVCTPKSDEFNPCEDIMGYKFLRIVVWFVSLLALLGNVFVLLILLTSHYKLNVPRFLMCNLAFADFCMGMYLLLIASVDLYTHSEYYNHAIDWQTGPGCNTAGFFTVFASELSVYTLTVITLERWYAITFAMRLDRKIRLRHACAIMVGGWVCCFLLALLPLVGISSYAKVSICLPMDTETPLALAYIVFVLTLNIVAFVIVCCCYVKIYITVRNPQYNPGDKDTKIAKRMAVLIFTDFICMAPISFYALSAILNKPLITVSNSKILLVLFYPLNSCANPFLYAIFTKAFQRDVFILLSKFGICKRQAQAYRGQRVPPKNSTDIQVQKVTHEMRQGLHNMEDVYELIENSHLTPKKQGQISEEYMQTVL
#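 Inhibition of cAMP made by TSHR-expressing cells under TSH stimulation (4nM final, EC80; 2 h, 37 deg C) is quantified with a one-step lysis HTRF kit, anti-cAMP cryptate versus cAMP-d2.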
# TCR act: Activators of T cell receptors: qHTS campaign. 330,000 tested, under 10 active. Potency, µM (highest dose often 9.22 µM), without a hit: at the highest dose activation of IL-2 secretion, most hits filed as activators. primary human leukocytes, anti-CD3, IL-2 HTRF, 48 h; also: % of control where 0% means no effect
#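 Primary human leukocytes receive a-CD3 beads and test compound and are incubated 48 hr. Secreted IL-2 is then assayed by HTRF, measuring 665nm acceptor emission after 320nm excitation of the europium donor.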
# MLL CXXC-DNA inh: qHTS Fluorescence Polarization Assay for Inhibitors of MLL CXXC domain - DNA interaction | Potency, µM (doses to about 115 µM), inactives show at the highest dose activity change, negative = inhibition, actives largely listed as inhibitors | MLL-CXXC / FITC-HOXA9 DNA fluorescence polarization | Histone-lysine N-methyltransferase 2A (Homo sapiens), Q03164 | 0.037% of 290,000 active; active = well fitted inhibition curve with a large enough effect in the polarisation, with a control signal flat, not every such curve was filed as active; inconclusive = small, poorly fitted or top-dose-only effect, or effect the other way, or a change in a side signal; inactive = no such curve, though single readings can be large or run the other way; the % refers to the polarisation; also: potency is read from the fitted curve at half-maximal effect
#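 Steps: dispense CXXC domain solution (7 uM) → pin compounds or unlabeled HOX-A9 DNA control → 5 min ambient → add FLSN-HOX-A9 solution (50 nM) → spin → 30 min ambient → fluorescence polarization. Tris pH 7.5/NaCl/DTT/BSA buffer.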
# S-ASM inh: Inhibitors of Secretory Acid Sphingomyelinase (S-ASM): qHTS; Sphingomyelin phosphodiesterase (Homo sapiens), P17405; placental ASM, HMU-PC fluorogenic substrate, 60 min; Potency, µM (titrated, usually from 57.5 µM), without a hit: top-dose activity change, negative = inhibition, most hits filed as inhibitors; 0.006% of 340,000 active; AID 504937, 2011; also: potency is read from the fitted curve at half-maximal effect
#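 Human placenta-derived ASM preincubated with compound 10 min at room temperature, then reacted with 9 uM (final) fluorogenic HMU-PC substrate for 60 min at 37 C. Stop solution raises pH to 10; fluorescence read at Ex 386/Em 447 nm.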
# PTAP TSG101 blk: qHTS Assay for Iinhibitors of HIV-1 Budding by Blocking the Interaction of PTAP/TSG101; Fluorescence polarization, FITC-PTAP peptide / Tsg101 binding; Potency, µM (series often up to 115 µM), without a hit: at the top dose activity change, negative = inhibition, usual class: inhibitors; 340,000 tested, under 10 active; active = well fitted inhibition curve with a large enough effect in the main read-out, with a control signal flat, not every such curve was filed as active; inconclusive = small, poorly fitted or top-dose-only effect, or effect the other way, or a change in a side signal; inactive = no such curve, though single readings can be large or run the other way; also: potency is read from the fitted curve at half-maximal effect; % of control where 0% means no effect
#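 FP read-out: FITC-PTAP peptide, 50 nM final, binding Tsg101 binding domain, 10 uM final; 20 min, r.t.; 10 mM HEPES pH 7.5, 0.15 M NaCl, 0.01% Tween 20, 3 mM EDTA, 0.1 mM TCEP.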
# a7 integrin act: qHTS for Activators of Integrin-Mediated Alleviation for Muscular Dystrophy | 0.064% of 350,000 active | AID 624291, 2012 | alpha7betagal myoblasts, beta-gal FDG fluorescence, 48 h | Potency, µM (doses to about 38.3 µM), for inactives: top-dose activation, usual class: activators;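 also: potency is read from the fitted curve at half-maximal effect; 100% = response of the positive control SU9516; nearly all actives have a fitted effect of over 60% in size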
#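 alpha7betagal+/- myoblasts (passage 13, 250/well) treated 48 h at 37C with compounds at 1:260 dilution of DMSO stock. Lysed, then beta-galactosidase activity read as FDG fluorescence (ex 480/em 540) after 30 min, with pre-read for autofluorescence.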
# AT treatment: qHTS Assay for Identifying a Potential Treatment of Ataxia-Telangiectasia; […] A-T fibroblasts, KAP-1 phosphorylation AlphaLISA; neocarzinostatin DNA damage 30 min before lysis; Potency, µM (series often up to 57.5 µM), inactives show at the highest dose activation, actives largely listed as activators; 0.19% of 320,000 active; AID 485349, 2010; also: potency is read from the fitted curve at half-maximal effect; % of control where 0% means no effect; nearly all actives have a fitted effect of over 45% in size
#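 hTERT-immortalized A-T patient fibroblasts ([…]), 500 cells/well in OPTI-MEM, 1% FBS, got compounds for 60 min, then NCS for 30 min at 37C. Lysates were then assayed for phospho-KAP-1 by AlphaLISA (anti-pKAP1 donor, anti-KAP1 acceptor beads), 6 hr at 25C.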
# MBNL1 CUG block: qHTS Assay for Inhibitors of MBNL1-poly(CUG) RNA binding; Potency, µM (top dose mostly 57.5 µM), for inactives: at the highest dose activity change, negative = inhibition, usual class: inhibitors; TR-FRET MBNL1-His/biotin-(CUG)12 binding, 665/545 ratio; Muscleblind-like protein 1 (Homo sapiens), Q9NR56; 0.036% of 280,000 active; active = well fitted inhibition curve with a large enough effect in the signal ratio, with a control signal flat, not every such curve was filed as active; inconclusive = small, poorly fitted or top-dose-only effect, or effect the other way, or a change in a side signal; inactive = no such curve, though single readings can be large or run the other way; the % refers to the signal ratio; also: potency is read from the fitted curve at half-maximal effect; % is scaled to controls: 0 for no effect and ±100 for the full control effect
#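 His-tagged MBNL1 binding to biotinylated (CUG)12 RNA was measured by TR-FRET using terbium anti-His antibody (0.055 ng/ul final) and streptavidin-XL665 (5 nM final). Compounds were titrated 92 nM to 58 uM; 60 min at room temperature.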
# Mito fusion yeast: qHTS Assay for Small Molecule Inhibitors of Mitochondrial Division or Activators of Mitochondrial Fusion. S. cerevisiae fusion-defective mutant growth rescue, CellTiterGlo 48 h. Potency, µM (highest dose often 46.1 µM), inactives show at the top dose growth rescue (activation), hits mostly activators. 0.23% of 320,000 active;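 also: potency is read from the fitted curve at half-maximal effect; % of control where 0% means no effect; nearly all actives have a fitted effect of over 45% in size; temperature-sensitive fusion mutants such as fzo1-1 at 37 °C on non-fermentable ethanol glycerol medium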
#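 Temperature-sensitive fusion-defective S. cerevisiae (e.g. fzo1-1, mgm1-5) were grown with compound in YPEG medium (3% ethanol, 3% glycerol) for 48 hours at 37C. Growth rescue was measured as viability by CellTiterGlo luminescence after 10 minutes at ambient.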
# Starred values were filed as active, the others as inactive; ? = inconclusive; · = not tested or not shown; [ ] = dose if it differs, or a comment. Unless noted, calls follow the shape of the dose curve; as a rule, active = well fitted curve in the direction sought with a large enough effect; inconclusive = small, poorly fitted or top-dose-only effect, or another doubt; inactive = no such curve, though single readings can be large; an effect the other way counts as inactive or inconclusive.
SMILES,Menin MLL FP TR,TSHR antagonist,TCR act,MLL CXXC-DNA inh,S-ASM inh,PTAP TSG101 blk,a7 integrin act,AT treatment,MBNL1 CUG block,Mito fusion yeast
CCN(Cc1ccccc1)S(=O)(=O)c1ccccc1Br,·,-33,2%[46.1 µM],·,4%,-4%,0%,4%,·,·
CC12COC3(C(=O)NCCc4ccccc4)CC1CCC32C (configuration not stated),-2%,-4,1%[46.1 µM],5%,4%,1%,-11%,6%,-10%,-2%
Cc1ccc(C(=O)Nc2cccc(NC(=O)CN3CCCCC3)c2)cc1,-2%,-2,·,4%,0%,0%,-9%,0%,-6%,-4%
c1ccc(SCc2nc3ccccc3[nH]2)nc1,-10%,11,1%,-6%,1%,-2%,3%,-4%,11%,-7%
Cc1ccc(NS(=O)(=O)c2cc(C(=O)NCCSC3CCCCC3)ccc2C)cc1,8%,-18,·,0%,-16%,-1%,-11%[7.66 µM],-3%,1%,?
O=C(COC(=O)c1cccc([N+](=O)[O-])c1)Nc1ncc(Br)s1,·,-10,3%,·,1%,0%,13%,-9%,·,·
CCCOc1ccc(S(=O)(=O)n2cc(F)c(=O)[nH]c2=O)cc1,9%,26,8%,-2%,0%,-4%,-30%,-6%,-1%,20%
Cc1c(NC(=O)/C(C#N)=C/C2CC=CCC2)c(=O)n(-c2ccccc2)n1C (configuration not stated),2%,10,4%,-6%,-1%,1%,6%,1%,1%,-4%
Cc1ccc2c(c1)C(c1ccccc1)N(C(=O)c1ccc(Br)o1)CC(=O)N2 (configuration not stated),4%,13,0%,20%,-5%,-5%,6%,15%,11%,?
COc1ccc(-[n+]2c(C)cc(/C=C3\Sc4ccccc4N3C)cc2C)cc1,?,-45,4%,?,?,15%,-32%[inhibitor],-8%,?,5%
Cc1c(NC(=O)c2ccccc2NS(=O)(=O)c2ccc(Br)cc2)c(=O)n(-c2ccccc2)n1C,9%,2,1%,-5%,5%,-11%,8%,-4%,-7%,4%
C=CCNC(=O)CN1CCC(NC(=O)c2ccco2)CC1,-6%,-4,-4%,1%,3%,1%,7%,0%,-7%,5%
CC(Sc1n[nH]c(-c2ccccc2F)n1)C(=O)Nc1ccc(S(N)(=O)=O)cc1 (configuration not stated),·,1,-5%,·,0%,-3%,10%,6%,·,2%
CCOC(=O)c1cc(-c2csc(Nc3ccccc3Cl)n2)on1,·,-8,1%,0%,?,3%,0%,4%,·,-2%
Cc1ccc(NC(=O)CN(C)S(=O)(=O)c2cnc[nH]2)c(C)c1,7%,5,5%,3%,-12%,-3%,21%,-1%,0%,-1%
Cc1ccccc1-c1nc2c(s1)CCc1onc(-c3ccc(Cl)cc3)c1-2,·,-6,5%,·,-5%,0%,7%,4%,·,-7%
CCCCCCNC(=O)c1c(O)c2cccc3c2n(c1=O)CCC3,6%,7,2%,3%,-5%,4%,-8%,9%,-2%,1%
CCc1ccccc1NC(=O)CNC(=O)c1cc(C2CC2)nc2c1cnn2C(C)C,·,-1,·,·,-8%,-7%,3%,3%,·,-3%
CC1CCCN(C(=O)c2ccc(CNc3c(N4CCCCC4)c(=O)c3=O)cc2)C1 (configuration not stated),-5%,-22,4%,11%,3%,-1%,-3%,-8%,6%,-1%
COc1ccc(/C(C)=C(\C#N)C(=O)OC(C)C)cc1OC,-3%,-12,2%[46.1 µM],13%,3%,-8%,-8%,0%,1%,-1%
Nc1nc2c(F)cccc2s1,4%,17,-9%[46.1 µM],4%,2%,-1%,1%,1%,-8%,2%
CCOC(=O)c1ccccc1N1C(=O)C2Sc3[nH]c(=O)sc3C(/C=C/c3ccccc3)C2C1=O (configuration not stated),?,-8,1%[46.1 µM],-3%,-2%,-1%,9%,-11%,·,5%
O=C(CC(c1ccccc1)c1ccccc1O)N1CCCCC1 (configuration not stated),-11%,-8,0%,0%,5%,-3%,27%,-2%,-9%,-1%
O=C(CN1C(=O)C(=O)N(Cc2ccccc2)C1=O)Nc1ccc(OC(F)F)cc1,·,-10,7%,·,-9%,-2%,-11%,1%,·,1%
CCn1c(C)nnc1SCC(=O)Nc1cccc(Cl)c1,0%,16,3%,-2%,6%,1%,8%,-1%,-5%,0%
CNC(=O)NC(=O)COC(=O)CCCOc1ccc(OC)cc1,2%,-6,-1%,-1%,-4%,-1%,18%,4%,-1%,-5%
CN1CCN(S(=O)(=O)c2cccc(C(=O)Nc3ccc(Br)cc3Br)c2)CC1,·,·,-5%,·,-2%,-4%,21%,·,·,·
CCOc1ccc(S(=O)(=O)N2CCN(C(=S)NCc3ccco3)CC2)cc1,8%,1,1%[46.1 µM],-1%,6%,0%,10%,-5%,-7%,0%
CCOc1ccc(C(=O)/C=C/Nc2ccc(S(=O)(=O)N=C(N)N)cc2)cc1,10%,17,-2%[46.1 µM],1%,125%[activator],-1%,-45%,-3%,-7%,-1%
Cc1cc(F)ccc1NS(=O)(=O)c1c(C(=O)N2CCOCC2)c(C)n(C)c1C,11%,-4,-7%,-8%,-1%,1%,20%,-2%,0%,9%
CCCCCn1c(SCCc2ccccc2)nc2c1c(=O)[nH]c(=O)n2C,-12%,12,1%,-13%,-3%,-4%,11%,4%,5%,19%
CC(=O)N1CCCc2cc(S(=O)(=O)N3CCCC(C(=O)NCc4ccccc4Cl)C3)ccc21 (configuration not stated),-24%,-4,3%,0%,1%,1%,5%,1%,-1%,-2%
O=C(N/N=C1\CCSc2ccc(F)cc21)c1cccnc1,7%,13,3%,4%,0%,-6%,-8%,-3%,·,19%
CCOc1ccc(S(=O)(=O)N(CC(=O)NCc2cccnc2)c2ccc(F)cc2)cc1,-3%,2,5%,-2%,4%,0%,5%,-4%,-1%,4%
CN(CC(=O)NC(=O)NCc1ccccc1)Cc1ccc(Cl)c(Cl)c1,-12%,-12,2%[46.1 µM],-2%,-2%,-1%,-3%,4%,-11%,?
CCOC(=O)/C=C1\Nc2ccccc2OC1=O,-17%,2,2%[46.1 µM],-1%,3%,-6%,-31%,0%,-9%,7%
N#Cc1cc([N+](=O)[O-])ccc1NC(=O)COC(=O)C1CCC(=O)N1 (configuration not stated),·,2,3%,·,-3%,-1%,-33%,3%,·,·
O=C(c1nc2ccccn2c1CN1CCCC(O)C1)N1CCN(C2CCCCC2)CC1 (configuration not stated),-11%,-8,10%,8%,14%,1%,25%,0%,-6%,-2%
O=C(NCCCc1nc2ccccc2[nH]1)c1cccs1,-12%,0,1%,1%,-2%,-1%,1%,-4%,-3%,1%
O=C(NCCCN1CCOCC1)C(=O)N/N=C/c1ccc2c(c1)OCO2,6%,7,1%,3%,1%,-1%,10%,0%,?,-9%
COc1cc(C(=O)NC(=S)N(CCC#N)Cc2cccnc2)cc(OC)c1OC,·,-11,-2%[46.1 µM],·,1%,0%,-4%,-7%,·,·
O=C(Cn1cnc2ccccc21)Nc1ccc(C(=O)O)cc1,13%,7,1%,8%,3%,-2%,9%,-1%,-1%,1%
O=C(CNC(=O)c1cc(Cl)cc([N+](=O)[O-])c1)OCC(=O)N1CCCCC1,·,45,2%,·,3%,-1%,23%,4%,·,-1%
Cc1cccc(NC(=O)NC2(C)CCS(=O)(=O)C2)c1 (configuration not stated),-8%,37,-3%,-12%,-2%,-9%,3%,4%,-15%,-16%
COc1ccc([C@@H]2CC=C(C(=O)O)[C@H](c3ccccc3F)N2S(=O)(=O)c2ccc(C)cc2)cc1OC,·,-1,0%,·,-2%,-3%,-14%,12%,·,-6%

# A portion of the library; rates above refer to the full screens.
